PLAP activator = PLAP enzyme activators, biochemical, luminescence, HTS. purified PLAP enzyme, luminescent substrate read-out; hits give high values. 96,000 compounds, 1.2% hits. activation fold at 20 µM. Alkaline phosphatase, placental type (Homo sapiens), P05187; in the data active = activation fold above about 2
Rev-RRE block = HIV-1 Rev-RRE binding inhibitors, primary screen, biochemical, FRET, protein-RNA interaction | P05866 | 97,000 compounds, 0.79% hits | inhibition, % at 8 µM | AID 704, 2007 | Rev peptide-RRE RNA binding;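 active = inhibition above the screen-wide mean plus 3 SD, cut at about 35% in these data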;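 also: 0% = median DMSO wells and 100% = median Neomycin B control wells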
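Assay system: Rev peptide and RRE RNA, both fluorescently labelled; times: 5 min preincubation and 15 min binding, 25 °C; detection: FRET, ex 480 nm, em 540 and 671 nm; read-out basis: % inhibition from 671/540 nm acceptor-to-donor ratio, scaled between controls; benchmarks: DMSO low control, neomycin B high control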
PLK1 inh = human PLK1 kinase inhibitors, primary screen, biochemical, TR-FRET; Serine/threonine-protein kinase PLK1 (Homo sapiens), P53350; recombinant PLK1 kinase, TR-FRET peptide phosphorylation; inhibition, % at 10 µM; 97,000 compounds, 0.53% hits;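 active = inhibition of 50% or more in the single-concentration screen; inactive = inhibition below 50%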;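 also: 0% = DMSO max control and 100% = H-89 dihydrochloride min control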
CYP2C19 act = human CYP2C19 activators, primary screen, biochemical, luminescence | 96,000 tested, under 10 active | AID 1025, 2008 | recombinant CYP2C19, luciferin-H EGE luminescence; hits give high values; 0 = fully inhibited enzyme, 1 = untreated enzyme | Cytochrome P450 2C19 (Homo sapiens), P33261 | activation factor at 5 µM;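 active = activation factor of at least 2 at 5 µM in the primary screen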;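 also: 0 = wells with 2.5 mM tranylcypromine and 1 = vehicle-only wells; values of inactives mirror those of a sister screen read the other way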
EphB4 antag = EphB4-ephrin-B2 interaction antagonists, primary screen, biochemical, TNYL-RAW peptide probe, fluorescence polarization; AID 720, 2007; 97,000 compounds, 0.15% hits; Ephrin type-B receptor 4 (Homo sapiens), P54760; inhibition, % at 7 µM; EphB4 LBD / TNYL-RAW-Alexa532 peptide;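 active = inhibition above the screen-wide mean inhibition plus 3 SD, cut at about 15% in these data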;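 also: 0% = DMSO wells and 100% = excess unlabeled TNYL-RAW peptide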
Target sequence (P54760 whole entry, looked up, the tested form may be a part): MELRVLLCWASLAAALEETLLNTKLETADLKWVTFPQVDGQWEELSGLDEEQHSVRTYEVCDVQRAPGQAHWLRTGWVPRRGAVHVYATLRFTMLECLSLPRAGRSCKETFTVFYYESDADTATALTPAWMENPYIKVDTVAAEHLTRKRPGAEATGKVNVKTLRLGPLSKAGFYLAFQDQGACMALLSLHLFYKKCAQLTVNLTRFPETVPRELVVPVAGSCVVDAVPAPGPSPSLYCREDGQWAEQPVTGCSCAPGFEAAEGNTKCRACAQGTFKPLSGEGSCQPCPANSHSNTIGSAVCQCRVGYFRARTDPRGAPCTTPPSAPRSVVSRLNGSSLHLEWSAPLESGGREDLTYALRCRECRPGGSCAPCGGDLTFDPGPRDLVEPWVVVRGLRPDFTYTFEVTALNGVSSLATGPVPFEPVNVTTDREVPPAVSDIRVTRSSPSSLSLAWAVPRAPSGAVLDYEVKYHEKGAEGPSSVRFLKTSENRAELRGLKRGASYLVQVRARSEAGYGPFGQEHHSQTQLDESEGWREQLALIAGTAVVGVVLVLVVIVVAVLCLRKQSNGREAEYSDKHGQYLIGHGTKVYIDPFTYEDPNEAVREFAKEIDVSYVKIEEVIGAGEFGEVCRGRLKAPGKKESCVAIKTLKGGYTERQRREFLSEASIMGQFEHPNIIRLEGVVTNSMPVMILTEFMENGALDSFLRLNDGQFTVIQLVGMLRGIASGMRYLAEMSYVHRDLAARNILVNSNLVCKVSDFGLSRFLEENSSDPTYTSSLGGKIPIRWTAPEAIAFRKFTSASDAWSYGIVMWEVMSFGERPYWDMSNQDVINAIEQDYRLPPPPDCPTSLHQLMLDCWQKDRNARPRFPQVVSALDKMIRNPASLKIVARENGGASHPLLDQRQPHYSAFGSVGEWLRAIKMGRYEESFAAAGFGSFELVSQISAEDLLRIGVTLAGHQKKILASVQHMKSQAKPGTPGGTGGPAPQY
CYP2C9 inhib = blockers of cytochrome P450 2C9 activity – biochemical, luminescence, ADME assay, primary screen | P11712 | CYP2C9 Supersomes, luciferin-H conversion | inhibition, % at 5 µM | 96,000 compounds, 20% hits | AID 777, 2007;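 active = blocking of liver enzyme CYP2C9 beyond about 50% at 5 µM, limit read from the data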; also: values of inactives mirror those of a sister screen read the other way
CYP2C9 act = human CYP2C9 activators, primary screen, biochemical, luminescence. Cytochrome P450 2C9 (Homo sapiens), P11712. AID 1024, 2008. 96,000 compounds, 1.4% hits. recombinant CYP2C9, luciferin-H conversion; hits give high values; factor 1 = untreated enzyme, 0 = blocked. activation factor at 5 µM;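 active = activation factor of 2 or more for CYP2C9 at a 5 µM dose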;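 also: 0 = sulfaphenazole-blocked wells and 1 = vehicle-only wells; values of inactives mirror those of a sister screen read the other way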
PLK1 PBD inh = Plk1 polo box domain binding inhibitors, primary screen, biochemical, fluorescence polarization; inhibition, %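 (tested at about 20 µM)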; 97,000 compounds, 0.13% hits; Plk1 PBD phosphopeptide binding; AID 693, 2007; Serine/threonine-protein kinase PLK1 (Homo sapiens), P53350; in the data active = inhibition above about 34%, passing the limit was not always enough
CYP2C19 inhib = blockers of cytochrome P450 2C19 activity – biochemical, luminescence, ADME assay, primary screen; P33261; 96,000 compounds, 21% hits; AID 778, 2007; inhibition, % at 5 µM; CYP2C19 Supersomes, luciferin-H EGE luminescence, 30 min;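 active = CYP2C19 inhibition above a set limit at 5 µM in the primary screen, cut at about 50% in these data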;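 also: plate controls were negative control wells for no effect and 2.5 mM tranylcypromine positive control for full effect; values of inactives mirror those of a sister screen read the other way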
Active calls of the source: *; · = no result given.

compound	PLAP activator	Rev-RRE block	PLK1 inh	CYP2C19 act	EphB4 antag	CYP2C9 inhib	CYP2C9 act	PLK1 PBD inh	CYP2C19 inhib
Cc1ccc(C(C)NC(=O)c2cc(C)oc2C)cc1 (stereo unspecified)	1	0	-12	0.2	6	49	0.5	4	77*
COc1ccc(Sc2nc3ccccc3n3c(C(F)(F)F)nnc23)cc1	1	8	-3	0.9	6	-15	1.1	0	8
O=C(COC(=O)CCC(=O)c1ccc(Cl)cc1)NCC1CCCO1 (stereo unspecified)	1.6	4	-9	0.4	-1	23	0.8	-49	59*
CC1CN(S(=O)(=O)c2ccc(Cl)c(C(F)(F)F)c2)CC(C)O1 (stereo unspecified)	1.1	18	-10	0.8	3	-130	2.3*	-2	22
Cc1cc(C)nc(SCc2nnc(SCC(N)=O)n2Cc2ccco2)n1	1	2	-10	1	2	-4	1	0	2
Cc1nc(NCc2ccccn2)c2ccccc2n1	0.8	10	-3	1	5	-4	1	3	0
Cc1ccc(S(=O)(=O)n2cnc3ccccc32)cc1	·	7	-10	·	2	·	·	-4	·
CCC1C(=O)CC(c2ccco2)NC1c1ccco1 (stereo unspecified)	·	6	-13	·	-1	·	·	-18	·
COc1ccc2nc(N3C(=O)CC(Cc4cc(C)cc(C)c4)C3=O)sc2c1 (stereo unspecified)	1	-4	-4	0.7	-2	30	0.7	-16	33
CN(CC(=O)NC1CCCc2ccccc21)S(=O)(=O)c1ccc2c(c1)c(=O)n(C)c(=O)n2C (stereo unspecified)	1	4	-11	1	-4	25	0.8	6	-1
O=C(CCCCCn1c(=S)[nH]c2ccccc2c1=O)N1CCOCC1	1.1	8	-8	0.7	0	19	0.8	-26	30
COc1ccc(N2CCN(C(=O)CCCOc3cc(=O)n(C)c4ccccc34)CC2)cc1	1.1	5	0	0.1	1	88*	0.1	-18	88*
COc1ccc(Nc2ccnc3ccccc23)cc1	0.9	0	-2	0.8	-1	-1	1	18	16
Nc1nc(CSc2nnnn2-c2ccccc2)nc(N2CCCc3ccccc32)n1	·	7	-16	·	1	·	·	3	·
CC(=O)c1cc(-c2ccccc2)n(CC(=O)N2CCC(C)CC2)c1C	·	6	-9	·	0	·	·	19	·
Cc1nc2ccc(S(=O)(=O)NCC(=O)N3CCN(c4ccccn4)CC3)cc2s1	1.1	0	-7	1	1	6	0.9	23	0
Cn1c(NCc2ccccc2)nc2c1c(=O)n(Cc1ccc(Br)cc1)c(=O)n2C	1.1	-1	-21	0.1	0	97*	0	23	89*
Cc1cc(C)nc(-n2nc(C)cc2NC(=O)CNC(C)c2ccccc2)n1 (stereo unspecified)	1	1	-8	0.5	-7	43	0.6	-1	48
Cc1ccc(-n2nc3ccc(N)cc3n2)cc1	0.8	·	·	0.9	·	20	0.8	·	14
O=C(O)COCCN1CCN(C(c2ccccc2)c2ccc(Cl)cc2)CC1 (stereo unspecified)	1.7	3	-13	·	-2	·	·	-8	·
COc1cccc(C(=O)Nc2ccc(Cl)c(C(F)(F)F)c2)c1	0.6	15	-4	0.7	6	62*	0.4	-28	35
O=C(CCC(=O)c1cccs1)Nc1ccccc1F	1	7	-8	0.5	9	13	0.9	-15	52*
Cc1cc(N2CCCc3ccccc32)n2ncnc2n1	1.1	·	·	1	·	-10	1.1	·	-5
O=c1ccc(Cl)cn1Cc1ccccc1F	·	4	-8	·	-6	·	·	19	·
Cn1c(=O)[nH]c(=O)c2c1nc(N1CCCCCC1)n2CCN1CCCCCC1	·	-8	-5	·	-2	·	·	1	·
Oc1ccc(NCc2ccccc2OCc2ccccc2F)cc1	0.8	-2	-4	0.5	-2	47	0.5	-7	52*
COc1ccccc1C(=O)Nc1nnc(-c2ccco2)s1	1.1	1	4	0.7	-2	-33	1.3	7	33
Cc1nc(SCC(=O)Nc2cccc(Cl)c2)n[nH]1	1.7	10	-3	0.4	0	23	0.8	1	64*
CCOc1ccc(CCNC(=O)C2CC(=O)N(C3CCCC3)C2)cc1OCC (stereo unspecified)	1	5	-5	1	6	16	0.8	-2	-4
CCOC(=O)N1CCC(N(C(=O)Nc2ccccc2)C(C)CC)CC1 (stereo unspecified)	0.9	3	-5	0.7	-6	15	0.8	-22	32
CCn1nc(C(=O)Nc2ccc(S(=O)(=O)Nc3nccs3)cc2)c2ccccc2c1=O	1.8	32	-8	1	6	38	0.6	-12	-3
CCOc1ccc(NC(=O)CSc2nnc(CCNC(=O)c3ccc(OC)cc3)n2C)cc1	1	1	-14	0.7	-2	57*	0.4	2	33
O/N=C/c1ccccc1OCc1ccccc1Cl	1	2	-3	0.7	3	21	0.8	-5	34
CNC(=O)c1cc2c(=O)n3cccc(C)c3nc2n(C(C)C)c1=N	0.8	5	-12	1.1	0	-11	1.1	-15	-9
COc1ccc(NS(=O)(=O)CC23CCC(CC2=O)C3(C)C)cc1 (stereo unspecified)	1.2	2	0	0.7	-5	2	1	2	35
CCCOc1ccc(CC(CC(=O)O)(C(=O)O)C(=O)O)cc1	1	0	4	1	-2	-6	1.1	26	1
CC(NC(=O)CN1CCCC1)C12CC3CC(CC(C3)C1)C2 (stereo unspecified)	0.8	1	-16	0.7	9	0	1	5	29
COc1cc2c(cc1NC(=O)CCCN1C(=O)CCC1=O)oc1ccccc12	1.5	3	-14	0.7	5	24	0.8	8	30
CC(=O)c1cccc(Nc2nc(-c3cccc([N+](=O)[O-])c3)cs2)c1	1.1	7	-7	0.7	-5	57*	0.4	-22	32
COC(=O)C1(c2ccccc2)NC(c2cccs2)C2C(=O)N(C)C(=O)C21 (stereo unspecified)	1	6	-15	1	3	-12	1.1	12	0
CN(C)S(=O)(=O)n1cnc(-c2ccccc2)c1-c1ccccc1	0.8	11	-10	0.8	0	24	0.8	3	18
Cc1c(C2(O)C(=O)Nc3ccc(F)cc32)c(=O)n(-c2ccccc2)n1C (stereo unspecified)	0.9	2	-11	1.2	5	26	0.7	20	-22
Cc1cccc(C)c1OC1(c2ccccc2)OC(=O)c2ccccc21 (stereo unspecified)	1	23	-11	0.2	5	69*	0.3	-5	82*
CC(/C=C/c1ccccc1)=N/O	0.9	6	-9	0.9	-2	-2	1	-16	12
Cc1nn(Cc2ccc(Cl)cc2)c(C)c1NC(=O)c1noc2c1CCc1ccccc1-2	1	9	-12	1	10	-8	1.1	-4	-1
O=c1cc(-c2ccccc2)nc(N2CCN(Cc3ccccc3)CC2)[nH]1	1.5	0	5	1	5	11	0.9	-5	0
COc1ccc(Nc2nnc(Cc3ccc(Cl)cc3)c(=O)[nH]2)c(OC)c1	1.5	·	·	0.6	·	62*	0.4	·	39
O=C(NCCCN1CCCCCC1)c1ccc(CS(=O)(=O)Cc2ccccc2F)o1	·	8	36	·	-7	·	·	-7	·
CC(=O)c1c(C)nn(CCC(=O)O)c1C	1	11	-3	1	0	-5	1.1	6	-3
COC(=O)C1=C(C)OC(N)=C(C#N)C1c1ccsc1 (stereo unspecified)	·	4	-17	·	0	·	·	7	·
CC(C)C(C)NC(=O)COc1ncnc2ccccc12 (stereo unspecified)	0.9	0	-9	0.7	-1	14	0.9	-30	35
CCOC(=O)N1CCC(NC(=O)c2cc3cc4cc(OC)ccc4nc3o2)CC1	1	8	-14	0.7	3	37	0.6	0	26
COc1cc(C(c2c(C)[nH][nH]c2=O)c2c(C)[nH][nH]c2=O)ccc1OS(=O)(=O)c1ccc(C)cc1	2.9*	-3	-5	0.2	0	66*	0.3	8	85*
CCOc1cc(C2c3c(n[nH]c3C)C(=O)N2c2ccc(C)cc2)ccc1O (stereo unspecified)	1.9	-1	-7	1	-5	6	0.9	-13	3
CC(=O)c1cc(C(=O)Nc2ccc(C(=O)O)cc2)oc1C	0.8	1	-4	0.9	-4	2	1	-17	8
COc1ccc(S(=O)(=O)N(C)CC(=O)NC2CCCC2)cc1Cl	1	7	-15	0.4	2	-77	1.8	-2	55*
Cc1ccc(-c2nnc(CSc3nnc(COc4cccc5ccccc45)n3-c3ccccc3)o2)cc1	1.9	-5	-13	0.7	-4	59*	0.4	47*	30
COc1ccc(CC(=O)OCC(=O)NC(=O)NC(C)C)cc1	0.9	-9	-12	1	-3	4	1	0	-3
Cn1cnnc1Sc1nc2ccccc2nc1NS(=O)(=O)c1ccccc1	1.3	·	·	0.9	·	97*	0	·	7
Cc1cc(=O)oc2cc(OC(=O)CCN3C(=O)c4ccccc4C3=O)ccc12	1	1	-20	0.9	-2	11	0.9	7	11
CCC1(c2cccc(Cl)c2)NC(=O)N(Cc2cc(C(=O)OC)c(C)o2)C1=O (stereo unspecified)	1.2	4	5	0.4	-7	0	1	-9	62*
NC(=O)C1(N2CCCCC2)CCN(C(=O)Nc2ccccc2C(F)(F)F)CC1	·	1	-3	·	-1	·	·	-8	·

A second format for some results above.
Below each compound – PLAP activator	Rev-RRE block	PLK1 inh	CYP2C19 act	EphB4 antag	CYP2C9 inhib	CYP2C9 act	PLK1 PBD inh	CYP2C19 inhib
COc1ccc(NS(=O)(=O)CC23CCC(CC2=O)C3(C)C)cc1 (stereo unspecified)
    1.2	2	0	0.7	-5	2	1	2	35
CCCOc1ccc(CC(CC(=O)O)(C(=O)O)C(=O)O)cc1
    1	0	4	1	-2	-6	1.1	26	1
CC(NC(=O)CN1CCCC1)C12CC3CC(CC(C3)C1)C2 (stereo unspecified)
    0.8	1	-16	0.7	9	0	1	5	29
COc1cc2c(cc1NC(=O)CCCN1C(=O)CCC1=O)oc1ccccc12
    1.5	3	-14	0.7	5	24	0.8	8	30
CC(=O)c1cccc(Nc2nc(-c3cccc([N+](=O)[O-])c3)cs2)c1
    1.1	7	-7	0.7	-5	57*	0.4	-22	32
COC(=O)C1(c2ccccc2)NC(c2cccs2)C2C(=O)N(C)C(=O)C21 (stereo unspecified)
    1	6	-15	1	3	-12	1.1	12	0
CN(C)S(=O)(=O)n1cnc(-c2ccccc2)c1-c1ccccc1
    0.8	11	-10	0.8	0	24	0.8	3	18
Cc1c(C2(O)C(=O)Nc3ccc(F)cc32)c(=O)n(-c2ccccc2)n1C (stereo unspecified)
    0.9	2	-11	1.2	5	26	0.7	20	-22
Cc1cccc(C)c1OC1(c2ccccc2)OC(=O)c2ccccc21 (stereo unspecified)
    1	23	-11	0.2	5	69*	0.3	-5	82*
CC(/C=C/c1ccccc1)=N/O
    0.9	6	-9	0.9	-2	-2	1	-16	12
